High-throughput results: PubChem BioAssay, Sanford-Burnham Center for Chemical Genomics
SENP8 block-1 = SENP8 protease inhibitors, primary screen, biochemical, luminescence; 330,000 compounds, 1.2% hits; purified SENP8, Z-RLRGG-aminoluciferin cleavage; AID 2540, 2010; inhibition, % at 10 µM; in the data active = inhibition above about 50%
A3G deaminase = APOBEC3G DNA deaminase inhibitors, primary screen, biochemical, fluorescence, single-stranded DNA substrate, uHTS; 330,000 compounds, 0.28% hits; AID 493012, 2011; inhibition, % at 20 µM; recombinant A3G, ssDNA deamination FAM/TAMRA fluorescence; DNA dC->dU-editing enzyme APOBEC-3G (Homo sapiens), Q9HC16;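 active = inhibition of at least 40% at 20 µM, with no more than 30% in the related APOBEC3A deaminase screen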;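 also: plate controls were DMSO wells with A3G for no effect and wells lacking A3G enzyme for full effect; some compounds called inactive have numbers as strong as hits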
Target sequence (Q9HC16 whole entry, looked up): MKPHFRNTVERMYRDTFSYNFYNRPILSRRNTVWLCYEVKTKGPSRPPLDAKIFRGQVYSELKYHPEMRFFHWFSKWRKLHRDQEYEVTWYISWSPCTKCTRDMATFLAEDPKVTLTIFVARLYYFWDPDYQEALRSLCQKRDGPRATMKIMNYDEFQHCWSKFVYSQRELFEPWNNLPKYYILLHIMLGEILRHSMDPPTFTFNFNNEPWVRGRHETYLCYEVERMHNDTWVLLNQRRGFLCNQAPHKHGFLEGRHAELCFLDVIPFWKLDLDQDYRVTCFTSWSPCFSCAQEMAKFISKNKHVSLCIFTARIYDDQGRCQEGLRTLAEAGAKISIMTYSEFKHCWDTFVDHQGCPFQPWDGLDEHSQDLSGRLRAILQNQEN
SENP7 inh = SENP7 protease inhibitors, primary screen, biochemical, luminescence, uHTS; inhibition, % at 5 µM; 330,000 compounds, 1.5% hits; Sentrin-specific protease 7 (Homo sapiens), Q9BQF6; recombinant SENP7, Z-RLRGG-aminoluciferin luminescence, 40 min;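 active = inhibition above about 50% at the single test dose, limit read from the data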;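 also: plate controls were DMSO with enzyme for no effect and no enzyme buffer wells for full effect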
SENP6 block = SENP6 protease inhibitors, primary screen, biochemical, luminescence, uHTS; Recombinant SENP6 catalytic domain, aminoluciferin luminescence; inhibition, % at 10 µM; 330,000 compounds, 1.8% hits; Sentrin-specific protease 6 (Homo sapiens), Q9GZR1;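 active = inhibition above about 50% at the single tested dose, limit read from the data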;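 also: plate controls were DMSO wells with enzyme for no effect and DMSO wells lacking enzyme for full effect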
Target sequence (Q9GZR1 628-1112 limits assumed): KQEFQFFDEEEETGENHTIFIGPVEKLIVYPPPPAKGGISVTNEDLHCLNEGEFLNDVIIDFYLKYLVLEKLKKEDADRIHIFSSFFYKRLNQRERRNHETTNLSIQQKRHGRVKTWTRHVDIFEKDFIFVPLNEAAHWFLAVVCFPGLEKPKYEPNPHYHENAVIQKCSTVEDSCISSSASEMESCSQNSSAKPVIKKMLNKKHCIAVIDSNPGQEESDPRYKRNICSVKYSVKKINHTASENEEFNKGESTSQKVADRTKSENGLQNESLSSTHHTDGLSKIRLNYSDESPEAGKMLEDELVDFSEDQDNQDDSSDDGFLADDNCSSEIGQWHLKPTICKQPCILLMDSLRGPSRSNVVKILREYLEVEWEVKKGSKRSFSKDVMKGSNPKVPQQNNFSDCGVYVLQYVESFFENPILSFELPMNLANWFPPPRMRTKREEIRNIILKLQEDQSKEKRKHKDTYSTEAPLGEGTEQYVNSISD
Apaf-1 inh = inhibitors of human Apaf-1 apoptosome, primary screen, biochemical, DEVD-Rh110 fluorescence, uHTS | Apoptotic protease-activating factor 1 (Homo sapiens), O14727 | reconstituted apoptosome caspase-3 activity | inhibition, % at 20 µM | 330,000 compounds, 0.71% hits; active = inhibition of at least 40% at 20 µM;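 also: plate controls were DMSO wells for no effect and DEVD-CHO caspase inhibitor wells for full effect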
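Material: reconstituted apoptosome with Apaf-1, cytochrome c, caspase-9, procaspase-3, dATP; medium: pH 7.5 Hepes buffer with CHAPS, BSA, DTT; also added: cytochrome c and DEVD-Rh110 substrate; timing: 30 min plus 50 min, RT; signal: Rh110 fluorescence intensity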
SENP8 block-2 = human SENP8 protease inhibitors, primary screen, biochemical, fluorescence, Nedd8 protein substrate, uHTS. recombinant SENP8. inhibition, % at 20 µM. AID 602440, 2012. 360,000 compounds, 0.64% hits; in the data active = inhibition mostly above about 40%, no sharp cut-off; inactive = mostly below about 27%
SENP1 inh = human SENP1 catalytic domain inhibitors, primary screen, biochemical, FRET, uHTS; Sentrin-specific protease 1 (Homo sapiens), Q9P0U3; recombinant SENP1 catalytic domain, CyPet-SUMO1-YPet FRET cleavage; inhibition, % at 10 µM; 360,000 compounds, 0.21% hits; AID 624204, 2012;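 active = inhibition at least 30% at 10 µM, raw YFP signal under a set limit, fluorescence ratio 0.5 to 1.5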;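 also: 0% = enzyme with DMSO and 100% = no enzyme wells; some results filed as inactive read as strong as hits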
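material = recombinant human SENP1 catalytic domain, His6-tagged | quantity = 20 pM enzyme | reagent = 25 nM SUMO1 FRET substrate | compound dosing = 10 µM single point, 0.5% DMSO | timing = 50 min enzyme reaction, room temperature, light-protected | detection = FRET, CFP and YFP emission | control set = no-enzyme low, enzyme-DMSO high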
UBC13 inh = UBC13 polyubiquitin chain formation inhibitors, primary screen, biochemical, TR-FRET, uHTS; Ubiquitin-conjugating enzyme E2 N (Homo sapiens), P61088; inhibition, % at 20 µM; 330,000 compounds, 0.47% hits; in the data active = inhibition above about 45%, passing the limit was not always enough
Target sequence (P61088 whole entry, looked up): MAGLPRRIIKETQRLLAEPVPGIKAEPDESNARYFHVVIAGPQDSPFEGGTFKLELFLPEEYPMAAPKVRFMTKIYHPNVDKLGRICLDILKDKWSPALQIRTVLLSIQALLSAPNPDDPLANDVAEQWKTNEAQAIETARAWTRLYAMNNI
Numbers without * were called inactive; . = no result given.

SMILES | SENP8 block-1 | A3G deaminase | SENP7 inh | SENP6 block | Apaf-1 inh | SENP8 block-2 | SENP1 inh | UBC13 inh
CCOc1c2ccc(C(=O)NCc3ccc4c(c3)OCO4)cc2nn1CCOC | -1 | -9 | 5 | -22 | -3 | -471 | 0 | 20
CC1=NN(C(C#N)c2ccccc2C)C(C)(C)C1 (configuration not stated) | -12 | -4 | -8 | -5 | -10 | 10 | 0 | -22
COc1ccc2oc(=O)c(C(=O)OCc3ccccc3)cc2c1 | -4 | -4 | -4 | -1 | 1 | -257 | -53 | 16
COc1cc(OC)cc(-c2c(-c3ccc(F)cc3)c3cc(-c4ccc5cc[nH]c5c4)ccc3n2C)c1 | 4 | -9 | 4 | -3 | -7 | -496 | -8 | 1
O=C(CCn1c(=O)[nH]c2ccsc2c1=O)N1CCN(c2ccc([N+](=O)[O-])cc2)CC1 | -6 | -6 | -3 | -24 | 7 | 15 | -4 | -21
C=CCNC(=O)COC(=O)CNC(=O)c1cc(Cl)cc([N+](=O)[O-])c1 | -1 | -5 | -5 | -4 | -3 | 15 | -1 | -6
CCC(C)N(C(=O)COC(=O)c1ccc(=O)n(Cc2ccccc2)n1)C1CCS(=O)(=O)C1 (configuration not stated) | -17 | -6 | 2 | 2 | -2 | 23 | 1 | 1
Cc1cc(C)nc(NC(=O)NS(=O)(=O)N2CCCCCC2)n1 | -3 | -5 | 1 | -6 | -5 | 13 | 1 | 2
O=C1CC(c2ccc(Cl)cc2)CC(O)=C1C=NCCN1CCNCC1 (configuration not stated) | -10 | -1 | -8 | -6 | 3 | . | . | -2
CCCCn1nc(C(=O)NC2=NCCS2)c2ccccc2c1=O | 6 | 4 | 8 | -2 | -6 | 2 | 2 | 1
COc1cccc(CNC(=S)NC2CCCC2)c1 | -2 | -2 | 10 | -10 | 12 | 16 | 0 | 3
Cc1cc(OCC(=O)Nc2ccncc2)ccc1Cl | 3 | -5 | -1 | -20 | 5 | 11 | 0 | -2
Cc1ccc(OC(C)C(=O)Nc2ccc(S(=O)(=O)Nc3cc(C)on3)cc2)cc1 (configuration not stated) | -1 | -3 | 17 | -2 | -1 | 12 | 1 | 3
COc1ccc(N2CCN(C(=O)CN3C(=O)NC4(CCCc5ccccc54)C3=O)CC2)cc1 (configuration not stated) | -9 | -7 | -10 | -12 | 5 | 7 | 1 | -7
Cc1ccc(C(=O)Oc2ccc(N3C(=O)CCC3=O)c(C)c2)cc1 | -9 | 0 | -2 | -11 | 1 | 3 | 7 | 5
CCOC(=O)[C@@H]1[C@H]2COc3ccccc3[C@@H]2N2C(=O)N(c3cccc(C)c3)C(=O)[C@@]12C | -3 | -7 | 3 | -2 | 6 | 21 | -1 | 0
CSc1ncc(Cl)c(C(=O)Nc2nnc(SC)s2)n1 | 0 | -5 | 11 | 3 | 11 | 16 | 1 | -4
COC(=O)[C@@H](NC(=O)N1CCN(c2cccc(C(F)(F)F)c2)CC1)C(C)C | -1 | -4 | 10 | -22 | -5 | 25 | -1 | 3
CC1=NN(c2ccc(Br)cc2)C(=O)/C1=C/c1cccs1 | 1 | -3 | 70* | 75* | 96* | 43* | 0 | -24
CC(C)CCN1C(=O)c2ccc(C(=O)NCc3ccco3)cc2C1=O | 5 | -6 | 0 | 3 | 8 | 26 | 2 | -10
CN1CCN(CC(=O)Nc2ccc([N+](=O)[O-])cc2Br)CC1 | -11 | -7 | -17 | -11 | 4 | 10 | 0 | 0
CCCc1cc(=O)oc2cc(OCC(=O)NCCCn3ccnc3)ccc12 | -1 | 9 | 6 | -4 | 3 | -129 | 0 | -3
CC(=O)C1=C(O)C(=O)N(Cc2ccco2)C1c1cccc(F)c1 (configuration not stated) | -2 | -4 | -2 | -19 | 12 | -7 | 1 | -15
CC1(C)Oc2ccc(C(=O)Nc3ccccc3)cc2N(CC#N)C1=O | -10 | -6 | -3 | 8 | 2 | 7 | -2 | -7
CCOc1ccc2ccccc2c1CNc1nnnn1C | 0 | 7 | 5 | -1 | 1 | -2 | 0 | 0
CCN(C[C@H]1N[C@@](CC)(C(=O)OC)[C@H]2C(=O)N(Cc3ccccc3)C(=O)[C@@H]12)C(=O)Nc1ccc(C(F)(F)F)cc1 | -3 | -7 | 6 | -11 | -7 | 14 | 1 | 17
COc1ccc(OC)c(-c2csc(NC(=O)CSc3ccccc3)n2)c1 | 0 | 1 | 0 | -11 | 4 | -2 | 0 | -1
CCN(CC)c1ccc(C(=O)N2CCN(Cc3ccccc3)CC2)cc1 | -2 | -8 | -5 | -6 | 21 | 9 | -1 | -8
COc1cccc(NC(=O)CSc2ccc(-c3ccco3)nn2)c1 | 4 | -8 | -1 | 1 | -5 | -16 | 0 | 2
Cc1c(-n2cc(C(=O)O)c(=O)c3cc(F)c(N4CCCC4)c(F)c32)c(=O)n(-c2ccccc2)n1C | -2 | 1 | 2 | -8 | -2 | -268 | -8 | 4
O=C(O)CCC(NC(=S)Nc1ccccc1)C(=O)O (configuration not stated) | -3 | 1 | -2 | -13 | -4 | 15 | 0 | 1
Cc1cc(C)cc(OCc2nnc(SCC(=O)Nc3ccccc3)o2)c1 | 0 | -5 | 4 | -4 | -4 | 4 | -4 | 8
Cc1ccc(C)c(C(=O)CCC(=O)NNC(=O)c2cccs2)c1 | 2 | 4 | 8 | -4 | 4 | 6 | -1 | 10
C=CCN1C(=O)c2ccc(C(=O)NCC(c3ccccc3)N(C)C)cc2C1=O (configuration not stated) | 0 | 0 | 3 | -13 | 5 | 8 | 3 | -2
CN(C)S(=O)(=O)c1ccc(Cl)c(C(=O)OCC(=O)NC(=O)c2cccn2C)c1 | 1 | -2 | 3 | 7 | -1 | -19 | -6 | -1
COc1ccc(Cc2nnc(SCC(=O)Nc3ccc(C)cc3)n(N)c2=O)cc1 | -5 | -7 | 4 | -10 | 2 | 8 | 1 | -1
CCOc1ccc(CCNC(=O)c2cc(C)on2)cc1OCC | -2 | -1 | -5 | 1 | -1 | 12 | 2 | 1
O=C1CC(c2ccco2)CC(O)=C1C=NCCN1CCN(C(=S)Nc2ccccc2)CC1 (configuration not stated) | 6 | -5 | -3 | -12 | -10 | 24 | 0 | -1
Cc1cc2c(cc1S(=O)(=O)Nc1ccc(F)cc1)n(C)c(=O)c(=O)n2C | -3 | -2 | 3 | 8 | -5 | -22 | 2 | -2
O=C1C=C(c2ccc(F)cc2OCc2ccccc2)C[C@@H](c2ccc(Cl)cc2)C1 | 3 | -11 | 8 | 5 | 3 | 9 | 0 | 8

Taken from the listing, 8 compounds:
SMILES | SENP8 block-1 | A3G deaminase | SENP7 inh | SENP6 block | Apaf-1 inh | SENP8 block-2 | SENP1 inh | UBC13 inh
CCOC(=O)[C@@H]1[C@H]2COc3ccccc3[C@@H]2N2C(=O)N(c3cccc(C)c3)C(=O)[C@@]12C | -3 | -7 | 3 | -2 | 6 | 21 | -1 | 0
CSc1ncc(Cl)c(C(=O)Nc2nnc(SC)s2)n1 | 0 | -5 | 11 | 3 | 11 | 16 | 1 | -4
COC(=O)[C@@H](NC(=O)N1CCN(c2cccc(C(F)(F)F)c2)CC1)C(C)C | -1 | -4 | 10 | -22 | -5 | 25 | -1 | 3
CC1=NN(c2ccc(Br)cc2)C(=O)/C1=C/c1cccs1 | 1 | -3 | 70* | 75* | 96* | 43* | 0 | -24
CC(C)CCN1C(=O)c2ccc(C(=O)NCc3ccco3)cc2C1=O | 5 | -6 | 0 | 3 | 8 | 26 | 2 | -10
CN1CCN(CC(=O)Nc2ccc([N+](=O)[O-])cc2Br)CC1 | -11 | -7 | -17 | -11 | 4 | 10 | 0 | 0
CCCc1cc(=O)oc2cc(OCC(=O)NCCCn3ccnc3)ccc12 | -1 | 9 | 6 | -4 | 3 | -129 | 0 | -3
CC(=O)C1=C(O)C(=O)N(Cc2ccco2)C1c1cccc(F)c1 (configuration not stated) | -2 | -4 | -2 | -19 | 12 | -7 | 1 | -15

More results follow:
SMILES | SENP8 block-1 | A3G deaminase | SENP7 inh | SENP6 block | Apaf-1 inh | SENP8 block-2 | SENP1 inh | UBC13 inh
O=[N+]([O-])c1ccc2[nH]c(O)c(N=NC3CS(=O)(=O)CC3O)c2c1 (configuration not stated) | -6 | -4 | -6 | -4 | 7 | 36 | 1 | -25
Cc1ccccc1C(=O)N1CCN(c2ccc(NC(=O)c3ccccc3[N+](=O)[O-])cc2)CC1 | 7 | -6 | 0 | 3 | -7 | 13 | 0 | 8
Cc1ccc(NC(=O)Nc2ccc3c(c2)C(=O)OC3)cc1Cl | 6 | -4 | 8 | -15 | -8 | 18 | 1 | 6
CC(C)CCNCC1OCc2ccccc2CO1 | -6 | 4 | 6 | -6 | 5 | 21 | 1 | 2
O=C(O)CSC1CC(=O)N(c2cccc(Cl)c2)C1=O (configuration not stated) | 1 | -4 | 6 | -22 | 11 | -4 | 1 | 26
O=C(CNC(=O)c1ccc(Br)cc1)NC1CC1 | -17 | -4 | -4 | -11 | 2 | 6 | 3 | -13
O=C(O)CCCCCCCCCCCNC(=O)NC12CC3CC(CC(C3)C1)C2 | -5 | -7 | 5 | -8 | 5 | 28 | -1 | -21
N/C(=N\OC(=O)COc1ccccc1)c1cccnc1 | -11 | 3 | 5 | -13 | 0 | 27 | 1 | -6
Cc1ccc(C(=O)OCC(=O)NCc2ccco2)cc1 | -16 | -2 | -3 | -19 | 11 | 31 | 3 | -12
CCc1cc2c(=O)c(-c3ccc(F)cc3)c(C)oc2cc1OCC(=O)O | -2 | -5 | 3 | 3 | 5 | 13 | 1 | -7
O=C(Nc1cccnc1N1CCOCC1)c1cccs1 | 1 | -6 | -3 | -20 | 2 | 6 | -2 | 8
Cc1cccn2cc(CCNC(=O)c3ccco3)nc12 | -2 | 1 | 4 | 2 | 1 | 9 | 1 | -2
Cc1cc2c(cc1S(=O)(=O)N1CCN(c3ccc(Cl)cc3)CC1)OCCN2C | -3 | 0 | 1 | -6 | 10 | -27 | 2 | -3
COc1ccc(S(=O)(=O)N2CCCC(C(=O)N3CCN(C)CC3)C2)cc1Cl (configuration not stated) | -5 | -2 | -10 | -8 | 2 | 15 | 2 | -6
CC1CCc2cc(F)ccc2N1C(=O)C12CCC(C)(C(=O)O1)C2(C)C (configuration not stated) | 1 | -5 | 3 | -16 | 4 | 2 | 2 | 5
O=C(CSc1nnc(COc2ccccc2)n1-c1ccccc1)c1ccccc1 | -6 | -6 | -2 | 16 | 28 | 23 | 3 | -6
CCc1cccc(NS(=O)(=O)c2ccc3c(c2)NC(=O)CO3)c1 | 6 | -3 | 6 | 13 | 15 | 14 | 1 | 5
C=CCN(c1ccccc1)S(=O)(=O)c1cccc(C(=O)Nc2cccc(C)n2)c1 | -9 | -13 | -8 | -4 | 10 | 3 | 1 | 4
Nc1nnc(N2CCc3ccccc32)s1 | 0 | -10 | -2 | 0 | -6 | 2 | -1 | -4
O=c1[nH]c(C2CCN(S(=O)(=O)c3ccc(C(F)(F)F)cc3)CC2)nc2c1nnn2Cc1ccccc1 | -2 | -9 | 2 | -15 | 21 | 4 | -1 | 0

Not a hit list. Share with any hit: about 3.6%.
